Menin MLL FP TR – displaces Texas Red mutant MLL peptide from human menin | Potency, µM (top dose mostly 61.6 µM), for inactives: top-dose FP activity change, negative = inhibition, hits mostly inhibitors | hit rate 0.23% among 270,000 | AID 1768 | O00255 | Menin + Texas Red MLL mutant peptide, fluorescence polarization; active = well fitted inhibition curve with a large enough effect in the polarisation, with a control signal flat, not every such curve was filed as active; inconclusive = small, poorly fitted or top-dose-only effect, or effect the other way, or a change in a side signal; inactive = no such curve, though single readings can be large or run the other way; the % refers to the polarisation; also: potency is read from the fitted curve at half-maximal effect; % of control where 0% means no effect; many of its hits are not listed in these tables
GALK inhibitor – galactokinase (human) inhibition; P51570; Purified GALK, Kinase-Glo residual ATP luminescence; Potency, µM (doses to about 57.5 µM), for inactives: at the top dose activity change, negative = inhibition, hits mostly inhibitors; hit rate 0.007% among 270,000; also: potency is read from the fitted curve at half-maximal effect; % is scaled to controls: 0 for no effect and ±100 for the full control effect
Target sequence (P51570 whole entry, looked up): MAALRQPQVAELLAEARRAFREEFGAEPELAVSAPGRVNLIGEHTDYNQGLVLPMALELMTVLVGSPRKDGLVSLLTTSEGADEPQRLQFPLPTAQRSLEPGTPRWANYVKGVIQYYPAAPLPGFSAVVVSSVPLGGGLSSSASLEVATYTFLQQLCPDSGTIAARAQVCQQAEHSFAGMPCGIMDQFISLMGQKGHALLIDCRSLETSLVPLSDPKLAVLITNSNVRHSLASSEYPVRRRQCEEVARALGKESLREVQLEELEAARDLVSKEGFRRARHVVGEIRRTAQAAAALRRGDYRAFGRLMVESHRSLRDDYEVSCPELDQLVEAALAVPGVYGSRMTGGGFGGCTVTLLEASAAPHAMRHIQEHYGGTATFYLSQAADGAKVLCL
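5 nM enzyme, 35 uM ATP, 100 uM galactose, 20 mM HEPES pH8.0, 5 mM MgCl2; 1 h RT; residual ATP by Kinase-Glo Plus luminescence, qHTS format.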
Eya2 phos inh – inhibitors of human Eya2 phosphatase activity. O00167. recombinant Eya2, OMFP fluorescence dephosphorylation (OMFP is methylfluorescein phosphate). Potency, µM (doses to about 76.9 µM), for the others: top-dose activity, negative = inhibition, actives largely listed as inhibitors. hit rate 0.006% among 330,000. AID 488837; also: potency is read from the fitted curve at half-maximal effect; % is scaled to controls: 0 for no effect and ±100 for the full control effect
Target sequence (O00167 whole entry, looked up): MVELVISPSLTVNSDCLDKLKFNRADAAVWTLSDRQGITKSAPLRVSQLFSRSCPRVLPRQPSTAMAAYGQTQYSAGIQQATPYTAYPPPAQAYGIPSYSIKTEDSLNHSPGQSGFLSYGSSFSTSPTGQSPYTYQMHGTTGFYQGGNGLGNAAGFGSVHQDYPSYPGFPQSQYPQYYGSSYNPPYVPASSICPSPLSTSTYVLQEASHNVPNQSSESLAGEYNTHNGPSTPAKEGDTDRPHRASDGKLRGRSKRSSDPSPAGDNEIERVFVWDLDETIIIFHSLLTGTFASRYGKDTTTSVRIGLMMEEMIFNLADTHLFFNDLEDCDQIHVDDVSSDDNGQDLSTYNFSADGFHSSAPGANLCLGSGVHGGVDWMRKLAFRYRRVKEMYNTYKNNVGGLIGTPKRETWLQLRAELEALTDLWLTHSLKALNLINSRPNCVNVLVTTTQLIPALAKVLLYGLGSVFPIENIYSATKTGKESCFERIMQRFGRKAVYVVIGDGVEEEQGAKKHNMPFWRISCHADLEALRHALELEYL
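Eya2 protein (added as 0.2 uM solution) was preincubated with compound for 10 min at ambient temperature in 50 mM HEPES pH 7.5, 50 mM NaCl, 5 uM MgCl2, 0.05% BSA, 1 mM DTT. OMFP (added at 50 uM) then reacted 10 min; fluorescence read at 485/525 nm.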
Chronic BCR inh – chronic active BCR signaling inhibition | ABC-DLBCL IkBa-CBG/CBR reporter, luminescence ratio, 4 h | Potency, µM (doses to about 46.1 µM), for the others: at the highest dose ratio change, negative = lower green/red ratio, usual class: inhibitors | hit rate 0.05% among 340,000 | AID 493014; active = well fitted inhibition curve with a large enough effect in the signal ratio, with a control signal flat, not every such curve was filed as active; inconclusive = small, poorly fitted or top-dose-only effect, or effect the other way, or a change in a side signal; the % refers to the signal ratio;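 also: potency is read from the fitted curve at half-maximal effect; plate controls were basal doxycycline-induced cells for no effect and cells given 10 µM MG132 for full effect; MG132 reads +100%, hits lower the ratio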
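Compounds up to 46 uM were incubated four hours with TMD8 cells whose green CBG68 luciferase is fused to IkappaBalpha; red CBR luminescence normalised the signal, and concentration-effect curves were fitted to fusion, red and ratio data.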
ASM inhibitor – blocks human secretory acid sphingomyelinase; placental ASM, HMU-PC fluorogenic substrate, 60 min; Potency, µM (top dose mostly 57.5 µM), inactives show at the top dose activity change, negative = inhibition, actives largely listed as inhibitors; hit rate 0.006% among 340,000; P17405; also: potency is read from the fitted curve at half-maximal effect
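Fluorogenic HMU-PC substrate (9 uM final) is turned over by placental ASM in 60 min at 37 C after a 10 min compound preincubation. Reaction ended by alkaline stop (pH 10), with fluorescence read at 386/447 nm.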
Mito fusion act – blocks mitochondrial division or promotes mitochondrial fusion; AID 485298; S. cerevisiae fusion-defective mutant growth rescue, CellTiterGlo 48 h; hit rate 0.23% among 320,000; Potency, µM (titrated, usually from 46.1 µM), for the others: at the top dose growth rescue (activation), hits mostly activators;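 also: potency is read from the fitted curve at half-maximal effect; % of control where 0% means no effect; nearly all actives have a fitted effect of over 45% in size; temperature-sensitive fusion mutants such as fzo1-1 at 37 °C on non-fermentable ethanol glycerol medium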
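Compounds are tested for their ability to restore growth of mitochondrial fusion-defective yeast strains at non-permissive 37C in YPEG medium over 48 hours. Viability is quantified by luciferase luminescence.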
MBNL1 CUG block – inhibitors of human MBNL1 binding to CUG repeat RNA | hit rate 0.036% among 280,000 | Potency, µM (series often up to 57.5 µM), without a hit: at the highest dose activity change, negative = inhibition, usual class: inhibitors | TR-FRET MBNL1-His/biotin-(CUG)12 binding, 665/545 ratio | Q9NR56; active = well fitted inhibition curve with a large enough effect in the signal ratio, with a control signal flat, not every such curve was filed as active; inconclusive = small, poorly fitted or top-dose-only effect, or effect the other way, or a change in a side signal; inactive = no such curve, though single readings can be large or run the other way; the % refers to the signal ratio; also: potency is read from the fitted curve at half-maximal effect; % is scaled to controls: 0 for no effect and ±100 for the full control effect
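TR-FRET between His-tagged MBNL1 and biotin-(CUG)12 RNA, detected with Tb anti-His antibody (0.055 ng/ul) and streptavidin-XL665 (5 nM), 60 min at room temperature. Compounds titrated 92 nM to 58 uM; 665/545 nm ratio normalized to buffer and complex controls.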
USP2a block – USP2a (human) protease inhibition | O75604 | USP2 core, Ub-CHOP2 coupled fluorogenic reporter, 485/531 | Potency, µM (top dose mostly 38.3 µM), for the others: at the highest dose activity change, negative = inhibition, actives largely listed as inhibitors | hit rate 0.01% among 330,000 | AID 463254;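 also: potency is read from the fitted curve at half-maximal effect; plate controls were DMSO wells for no effect and full inhibition by NEM control for full effect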
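Cell-free coupled assay: 10nM USP2 core preincubated 30min RT with compound in Tris-HCl pH 8.0/CaCl2/CHAPS buffer, then 25nM Ub-CHOP2 and 25nM reporter substrate; fluorescence (Ex 485/Em 531) read after 60min RT, normalized to NEM inhibition, concentration-response curves fitted.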
KCNH2 WT inh – blocks the wildtype human KCNH2 potassium channel. Q12809. U2OS, BacMam KCNH2, thallium flux FluxOr; stronger effect = lower value. activity change, % at 1.84 µM. hit rate 0.37% among 340,000;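 active = maximum activity change below -70%; inconclusive = maximum activity change between -70% and -50%; inactive = maximum activity change above -50%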; also: % is scaled to controls: 0 for no effect and ±100 for the full control effect
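U2OS cells were transduced with wild-type KCNH2 virus (2.03 x 10^8 / mL) for 4 h at room temperature, then cultured overnight at 37 C. Thallium flux was read with FluxOr dye. Rate constants were normalized to DMSO controls.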
PKM2 act – increases activity of human pyruvate kinase M2; P14618; purified PKM2, Kinase-Glo ATP luminescence, activation; response scale: 0% is enzyme alone, no compound; Potency, µM (highest dose often 57.5 µM), inactives show top-dose activation, most hits filed as activators; hit rate 0.34% among 260,000; AID 1631; also: potency is read from the fitted curve at half-maximal effect; % is scaled to controls: 0 for no effect and ±100 for the full control effect; nearly all actives have a fitted effect of over 55% in size
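Purified hPK-M2 (>95%) run at intermediate activity with 0.1 mM ADP and 0.5 mM PEP in 50 mM imidazole pH 7.2, KCl, MgCl2; 1 h room temperature. ATP formed read by Kinase-Glo luminescence; normalized to uninhibited and no-enzyme controls.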
TSHR antag – blocks TSH signaling through the human TSH receptor; hit rate 0.2% among 330,000; activity change, negative = inhibition, % at 11.5 µM; AID 504810; TSHR-expressing cells, TSH-stimulated cAMP HTRF, 2 h; stronger effect = lower value; P16473;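 active = activity change below a set negative limit, meaning inhibition stronger than a set level, cut at about -70% in these data; inconclusive = activity change between two set negative limits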; also: % is scaled to controls: 0 for no effect and ±100 for the full control effect
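Read-out is FRET at 665 nm (cryptate excitation 337 nm) from a cryptate-tagged anti-cAMP antibody, competed by cell cAMP against cAMP-d2. Compounds are tested on freshly harvested TSHR cells challenged with 4nM TSH (EC80) for 2 hours at 37 deg C.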
* marks the source's active call; other numbers are inactive results; ? = inconclusive; · = no result given; [ ] = remark or other dose. Unless noted, calls follow the shape of the dose curve; as a rule, active = well fitted curve in the direction sought with a large enough effect; inconclusive = small, poorly fitted or top-dose-only effect, or another doubt; inactive = no such curve, though single readings can be large; an effect the other way counts as inactive or inconclusive. Some of the compounds tested (hit frequency here may not be typical).

canonical_smiles,Menin MLL FP TR,GALK inhibitor,Eya2 phos inh,Chronic BCR inh,ASM inhibitor,Mito fusion act,MBNL1 CUG block,USP2a block,KCNH2 WT inh,PKM2 act,TSHR antag
CC(C)(C)OC(=O)[C@H](Cc1ccccc1)NC(=O)c1nc[nH]c1C(=O)N1CCN(c2ccccc2)CC1,-19%,·,-6%,-1%,-16%,12%,-13%,-9%,2,-1%,23
C=CCn1c(=O)[nH]c2cc(C(=O)N3CCN(c4cc(C)ccc4C)CC3)ccc2c1=O,-3%,-2%,-18%,9%,2%,-2%,-1%,0%,-6,6%,-8
COc1ccc(-c2[nH]ncc2-c2cnn(-c3ccccc3)c2)c(O)c1,?,2%,11%,?,?,1%,1%,3%,2,1%,-6
c1ccc2c(c1)CCNC2c1ccncc1 (stereo not drawn),·,4%,9%,-11%,5%,2%,-2%,-1%,-3,0%,-1
N/C(=N\OC(=O)COc1ccc(Cl)cc1)c1ccc(Cl)cc1,-15%,-5%,-2%,-1%,3%,-7%,·,1%,5,6%,1
O=C(CNc1ccccc1)N/N=C/c1ccc2c(c1)OCO2,10%,0%,-9%,4%,-3%,-2%,-1%,0%,·,-9%,7
Cc1nnc(SCC(=O)NCC2CCCO2)n1-c1ccccc1 (stereo not drawn),7%,6%,0%,1%,1%,4%,-6%,1%,0,16%,17
COc1ccc(C(=O)N2CCNC(=O)C2CC(=O)Nc2ccc(C)c(C)c2)cc1 (stereo not drawn),·,-1%,5%,-1%,2%,3%,-5%,-1%,-9,2%,14
NNC(=O)c1cccc(S(=O)(=O)Nc2cccc(C(F)(F)F)c2)c1,·,-1%,-7%,?,1%,4%,-9%,-18%,0,-1%,4
O=C(NCCCN1CCc2ccccc2C1)C1CCN(S(=O)(=O)N2CCC3(CC2)OCCO3)CC1,-14%,-1%,12%,-6%,2%,-1%,1%,-2%,·,4%,8
Fc1ccc(OCCCn2ccnc2)cc1,-9%,0%,-3%,5%,5%,-3%,1%,3%,3,-2%,-2
CCn1c(=S)sc2c(=O)n(CC(=O)Nc3ccc(Cl)cc3)c(C)nc21,30%[activator],7%,10%,-5%,-9%,-1%,-2%,-2%,-5,-3%,3
CC1(C)C(=O)Nc2ccccc2N1C(=O)CSc1nnc2c(Cl)cc(Cl)cn12,0%,-4%,-2%,-2%,4%,0%,15%,0%,-7,-3%,-11
CC(C)Cc1cc(C(=O)N2CCC(N3CCC(C(=O)N4CCCC4)CC3)CC2)n[nH]1,0%,6%,-2%,11%,3%,15%,-1%,4%,7,5%,-5
Cc1ccc(C)c2[nH]c(=O)c(C(c3nnnn3C(C)(C)C)N3CC=C(c4ccc(F)cc4)CC3)cc12 (stereo not drawn),-25%,-1%,1%,-5%,24%,-5%,·,3%,-5,1%,-1
COc1ccccc1NC(=O)CSc1nc(=O)n(CCN2CCOCC2)c2c1CCC2,·,·,5%,5%,-1%,-2%,·,-2%,14,·,3
O=C(CSc1nc2ccccc2c(=O)n1-c1ccc(F)cc1)Nc1ccc(C(=O)O)cc1,0%,-4%,0%,0%,1%,-7%,-18%,-1%,1,·,18
CCOC(=O)C1(CCc2ccccc2)CCN(C(=O)C2=C(C)OCCO2)CC1,?,2%,-4%,?,4%,4%,3%,-1%,-3,-1%,0
Cc1occc1C(=O)N1CCN(c2ccc(Cl)c(Cl)c2)CC1,10%,0%,-2%,-1%,-4%,-11%,-4%,3%,6,28%,-1
O=C(CSc1nnc(-c2ccccc2Cl)n1Cc1ccco1)Nc1ccc2c(c1)OCCO2,-21%,0%,2%,9%,-2%,3%,-5%,-1%,3,-22%,8
CC(=O)Nc1ccc(S(=O)(=O)NC(C)(C#N)C2CC2)cc1 (stereo not drawn),-5%,-2%,0%,6%,-3%,6%,0%,1%,-7,0%,6
O=C(COc1ccc2c(C(F)(F)F)cc(=O)oc2c1)Nc1ccc2c(c1)OCCO2,5%,0%,-1%,?,12%,1%,-4%,3%,-1,4%,2
O=[N+]([O-])c1cccc(OCc2cn3cccnc3n2)c1,-7%,-2%,-1%,-1%,4%,2%,?,1%,7,-1%,-1
O=[N+]([O-])c1ccccc1S(=O)(=O)Nc1cccc(-c2ccc(N3CCOCC3)nn2)c1,·,·,14%,?,-5%,0%,·,1%,-5,·,-2
COc1ccc(C(=O)NCCc2cccc(Cl)c2)cc1OC1CCN(C(C)=O)CC1,·,-2%,-2%,-2%,·,-1%,-10%,-3%,0,-3%,4

The list goes on, starting with the last three of the part before.
mol	Menin MLL FP TR	GALK inhibitor	Eya2 phos inh	Chronic BCR inh	ASM inhibitor	Mito fusion act	MBNL1 CUG block	USP2a block	KCNH2 WT inh	PKM2 act	TSHR antag
O=[N+]([O-])c1cccc(OCc2cn3cccnc3n2)c1	-7%	-2%	-1%	-1%	4%	2%	?	1%	7	-1%	-1
O=[N+]([O-])c1ccccc1S(=O)(=O)Nc1cccc(-c2ccc(N3CCOCC3)nn2)c1	·	·	14%	?	-5%	0%	·	1%	-5	·	-2
COc1ccc(C(=O)NCCc2cccc(Cl)c2)cc1OC1CCN(C(C)=O)CC1	·	-2%	-2%	-2%	·	-1%	-10%	-3%	0	-3%	4
Cc1sc2ccccc2[n+]1CCC(C)S(=O)(=O)[O-] (stereo not drawn)	-12%	2%	10%	1%	1%	1%	4%	4%	-11	-3%	14
O=C(Cn1c(=O)oc2ccccc21)Nc1ccc(S(=O)(=O)N2CCCCC2)cc1	8%	1%	14%	6%	0%	-2%	-4%	4%	-16	3%	-1
Cn1cc([N+](=O)[O-])c(C(=O)Nc2ccn(C34CC5CC(CC(C5)C3)C4)n2)n1	2%	2%	2%	2%	0%	18%	·	2%	-2	-14%	-2
Cc1ccnc(NC(=O)c2c(-c3ccccc3Cl)noc2C)c1	-11%	2%	-3%	-2%	3%	3%	-10%	1%	4	-2%	3
COc1ccc(OCc2cccc(C(=O)O)c2)cc1	1%	4%	3%	?	5%	-3%	3%	1%	-13	-32%	-3
CC(C(=O)O)n1c(-c2ccn[nH]2)n[nH]c1=S (stereo not drawn)	·	-2%	-6%	-13%	5%	-4%	·	3%	7	4%	21
Cc1c(N2C(=O)C(=O)/C(=C(/O)c3ccccc3)C2c2ccc(F)cc2)c(=O)n(-c2ccccc2)n1C (stereo not drawn)	-6%	-4%	-5%	-8%	4%	-1%	4%	3%	-16	1%	20
Cc1cc[n+](CC(=O)Nc2nc3ccccc3s2)cc1	3%	5%	-14%	9%	3%	-1%	-13%	2%	-3	0%	-2

Source: PubChem BioAssay
